Lipid droplet – hepatic lipid droplet formation modulation; AID 1656; AML12 mouse hepatocytes, oleate lipid droplets, BODIPY imaging; 0.4% of 240,000 active; inhibition, % at 6.5 µM;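 active = lipid droplet intensity inhibited by at least 50%, with more than 500 cells counted; inconclusive = wells with under 300 cells, treated as cytotoxic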
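Assay system: AML12 mouse liver cells | Compound: 6.5 µM single-point dosing | Schedule: Overnight exposure | Technique: Fluorescence imaging, 20x objective, two fields per well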
Myeloid diff MLP – myeloid differentiation induction | ER-HoxA9 myeloid progenitors, lysozyme-GFP differentiation, flow cytometry | calls only at 10 µM | 1% of 360,000 active;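 active = normalized GFP-positive differentiation at or above the plate's own cutoff, the solvent-only control mean plus 3 SD; inconclusive = no clear call, values can overlap the other calls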;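 also: cells exposed to compound for four days before flow analysis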
T cell modulator – T cell immune modulators affecting CD8 T cell-vesicle binding. calls only at 7 µM. 0.068% of 330,000 active. 2C CD8+ T cell-vesicle binding, flow cytometry; stronger effect = lower value;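 active = response, share of CD8 T cells binding vesicles, and their 90th percentile fluorescence all below set limits, cut at about 80% in these data, passing the limit was not always enough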
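Assay system: 2C TCR transgenic mouse naive CD8+ T cells, MACS-purified | Read-out: CD8+ gate FL2 mean fluorescence as % of same-row positive control | Signal: High-throughput flow cytometry with anti-B7-1 and anti-CD8 staining | Timing: Binding step 1.5 h, 37 °C, antibody labelling 20 min, ice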
Lipid droplet cells 6.5 µM – also measured in Lipid droplet; calls as there; cell count; measured here: cell count, cytotoxicity flag;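 cells counted across two imaged fields per well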
T cell modulator vesicle-bound % – recorded beside T cell modulator, whose call it bears; double positive events, %; measured here: CD8+ vesicle-bound cell fraction;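 binding gate set so that unloaded-vesicle control wells show 10% double positive cells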
Myeloid diff MLP GFP+ MAC1+ % – further read-out of Myeloid diff MLP, marked with its call; GFP+ MAC1+ double positive, %; measured here: differentiation confirmed by MAC1 staining
Starred values were filed as active, the others as inactive; i = inactive; ? = inconclusive; nt = not tested or not shown.

SMILES	Lipid droplet	Lipid droplet cells 6.5 µM	Myeloid diff MLP	Myeloid diff MLP GFP+ MAC1+ %	T cell modulator	T cell modulator vesicle-bound %
CCCCN(C(=O)CCCSc1nc2ccccc2[nH]1)c1c(N)n(Cc2ccccc2)c(=O)[nH]c1=O	-15	842	i	1.0	i	65
COc1ccc(Cc2nc3ccc(C(=O)NC(C)Cc4ncccc4C)cc3o2)cc1OC (centres undefined)	-2	702	i	0.7	i	7
O=C(COc1ccccc1F)Nc1nnc(C2CCCC2)s1	4	698	i	1.9	i	65
CCOc1ccc(N2CC(C(=O)N3CCCCC3)CC2=O)cc1 (centres undefined)	-5	524	i	1.1	i	28
Fc1cc(F)nc(NCc2ccccc2)n1	-2	828	i	0.7	i	51
CC1CCCN(S(=O)(=O)c2ccc3c(c2)c(=O)nc2ccccn23)C1 (centres undefined)	6	655	i	0.7	i	40
Clc1cccc(OCCCn2ccnc2)c1	-5	792	i	0.4	i	34
Cc1cc(=O)oc2c(C)c(OC(C)C(=O)NCC(O)c3ccccc3)ccc12 (centres undefined)	16	713	i	0.4	i	29
COc1ccc(CNC(=O)c2oc3ccc(S(=O)(=O)N4CCOCC4)cc3c2C)cc1	4	877	i	0.6	i	51
O=[N+]([O-])c1ccc2nc(NS(=O)(=O)c3ccc(Cl)cc3)sc2c1	-4	803	i	0.8	i	31
COc1ccccc1C(=O)Nc1ccnn1C1CCN(C(C)CSC)CC1 (centres undefined)	10	843	i	0.9	i	9
CC(C)Cc1ccc(CN2CCCC(NC(=O)CCN3CCCCC3=O)C2)cc1 (centres undefined)	-1	689	i	0.6	i	2

Part of the list above in order of molecular weight, largest number first:
SMILES	Lipid droplet	Lipid droplet cells 6.5 µM	Myeloid diff MLP	Myeloid diff MLP GFP+ MAC1+ %	T cell modulator	T cell modulator vesicle-bound %
CCCCN(C(=O)CCCSc1nc2ccccc2[nH]1)c1c(N)n(Cc2ccccc2)c(=O)[nH]c1=O	-15	842	i	1.0	i	65
COc1ccc(Cc2nc3ccc(C(=O)NC(C)Cc4ncccc4C)cc3o2)cc1OC (centres undefined)	-2	702	i	0.7	i	7
COc1ccc(CNC(=O)c2oc3ccc(S(=O)(=O)N4CCOCC4)cc3c2C)cc1	4	877	i	0.6	i	51
CC(C)Cc1ccc(CN2CCCC(NC(=O)CCN3CCCCC3=O)C2)cc1 (centres undefined)	-1	689	i	0.6	i	2
COc1ccccc1C(=O)Nc1ccnn1C1CCN(C(C)CSC)CC1 (centres undefined)	10	843	i	0.9	i	9
Cc1cc(=O)oc2c(C)c(OC(C)C(=O)NCC(O)c3ccccc3)ccc12 (centres undefined)	16	713	i	0.4	i	29
O=[N+]([O-])c1ccc2nc(NS(=O)(=O)c3ccc(Cl)cc3)sc2c1	-4	803	i	0.8	i	31
CC1CCCN(S(=O)(=O)c2ccc3c(c2)c(=O)nc2ccccn23)C1 (centres undefined)	6	655	i	0.7	i	40
O=C(COc1ccccc1F)Nc1nnc(C2CCCC2)s1	4	698	i	1.9	i	65
CCOc1ccc(N2CC(C(=O)N3CCCCC3)CC2=O)cc1 (centres undefined)	-5	524	i	1.1	i	28
Clc1cccc(OCCCn2ccnc2)c1	-5	792	i	0.4	i	34
Fc1cc(F)nc(NCc2ccccc2)n1	-2	828	i	0.7	i	51

(cont.)
SMILES	Lipid droplet	Lipid droplet cells 6.5 µM	Myeloid diff MLP	Myeloid diff MLP GFP+ MAC1+ %	T cell modulator	T cell modulator vesicle-bound %
Cc1cc2c(cc1S(=O)(=O)N1CCN(c3ccccc3F)CC1)OCC(=O)N2	9	840	i	1.8	i	6
COc1cc(C)ccc1OCc1cc(C(=O)NCCN2CCCC(O)C2)no1 (centres undefined)	16	859	i	2.6	i	32
CCCCN(C/C=C/c1ccccc1OC)Cc1ccccc1	-6	825	i	0.4	i	61
COC(=O)C(c1ccccc1)C(C(=O)OC)c1ccccc1 (centres undefined)	-6	786	i	0.3	i	8
CN(C)S(=O)(=O)c1ccc(S(=O)(=O)N2CCCC(C(=O)NC3CC3)C2)cc1 (centres undefined)	-27	716	i	0.6	i	43
Cc1ccc(-n2c(C)c(C)c3c(N)ncnc32)cc1	-15	689	i	1.2	i	16
CCc1nn(CC(=O)NCCCN2CCN(CC)CC2)c(=O)c2cc3occc3n12	-2	696	i	2.9	i	27
CCc1ccc(OC(C)C(=O)Nc2ccc(S(=O)(=O)Nc3cc(C)on3)cc2)cc1 (centres undefined)	-5	780	i	0.5	i	17
COc1ccc(Br)cc1S(=O)(=O)N1CCN=C1c1ccccc1	-11	735	i	1.1	i	6
COc1ccccc1C(=O)Nc1ccccc1SC(=O)c1ccccc1OC	-4	412	i	3.4	i	14
CCC(C(=O)NCCCN1CCN(CC)CC1)n1nc(C)n2c(cc3occc32)c1=O (centres undefined)	9	717	i	0.0	i	6
O=C(NC1CCCC1)C(c1cccnc1)N(Cc1ccccc1)C(=O)c1csnn1 (centres undefined)	-7	746	i	0.3	i	20
C=CCNC(=O)c1ccc(CN(c2ccc(OCC)cc2)S(=O)(=O)c2ccc(C)cc2)cc1	-3	802	i	0.2	i	53
C/C(=N/NS(=O)(=O)c1ccc(C)c(C)c1)c1ccncc1	5	668	i	0.8	i	54
Cc1cccc(CNC(=O)c2ccc3nc(Cc4ccccc4F)oc3c2)n1	-6	656	i	2.3	i	32
Cc1sc2ncnc(N3CCC(C(=O)N(C)CC(=O)Nc4ccccc4Br)CC3)c2c1C	-6	871	i	2.2	i	64
CCCSc1ncc(Cl)c(C(=O)Nc2ccc(S(=O)(=O)Nc3ncccn3)cc2)n1	-33	683	i	0.9	i	69
O=C(C1=C(O)C(=O)N(CCN2CCOCC2)C1c1cccc(Br)c1)c1cc2ccccc2o1 (centres undefined)	-6	710	i	0.8	i	7
Cc1ccc(NC(=O)CCNS(=O)(=O)c2cccs2)cc1F	-4	842	i	0.5	i	52
CN(C)S(=O)(=O)c1ccc(NC(=O)CCNC(=O)c2ccco2)cc1	3	782	i	0.5	i	34
Cc1cccc(Cn2nc(C(C)(C)C)cc2C(=O)N2CCOCC2)c1	-2	794	i	0.7	i	45
CN(C)C(CNC(=O)C1CCN(S(=O)(=O)c2cccc(C(F)(F)F)c2)CC1)c1ccccc1 (centres undefined)	-6	750	i	2.5	i	40
COc1ccc(OCCN2CCN(C(=O)c3ccc(OC)cc3)CC2)cc1	-20	795	i	3.3	i	47
Cc1cc(C)cc(N(CC(=O)NCc2ccc(F)cc2)C(=O)c2snc(C(N)=O)c2N)c1	-2	789	?	nt	i	41
Cc1ccc(N(CC(=O)NC2CCCCC2)S(=O)(=O)c2c(C)nn(C)c2C)cc1	-11	664	i	0.3	i	40
CSc1ccccc1C(=O)N1CCC(CCC(=O)NCc2ccc(F)cc2)CC1	14	817	i	0.6	i	24
O=C(C(=O)N1CCN(c2ccc([N+](=O)[O-])cc2)CC1)c1cn(CC(=O)N2CCOCC2)c2ccccc12	2	792	i	1.2	i	13
Cc1sc2ncnc(SCC(=O)N3CCCCC3)c2c1C	-4	801	i	0.5	i	14
CCc1ccc(N(CC(=O)NCc2ccco2)C(=O)CCC(=O)Nc2nccs2)cc1	28	714	i	0.4	i	13
Cc1ccc(Cn2cc(-c3ccccc3)nn2)cc1	-13	747	i	1.6	i	31
CC(C)Cn1nc(NS(=O)(=O)c2cccc3nonc23)c2cc3ccccc3nc21	-35	684	i	0.4	i	1
CCN(CC)C(=O)c1ccc(CS(=O)(=O)Cc2ccccc2)cc1	-3	747	i	0.8	i	48
Cc1ccc(C)c(OCc2cc(C(=O)NC(c3ccccn3)C(F)(F)F)no2)c1 (centres undefined)	-34	634	i	3.8	i	8
COc1ccc(OS(=O)(=O)c2ccc(N3C(=O)CCC3=O)cc2)cc1	?	nt	i	0.4	i	14
COc1ccc(OCc2cc(C(=O)NC(C)Cc3ccccn3)no2)c(Cl)c1 (centres undefined)	25	726	i	6.0	i	48
CS(=O)(=O)c1ccccc1C(=O)N(CCc1ccccc1)Cc1ccccc1	-22	678	i	7.8	i	69
CC(/C=C1\SC(=S)N(CCC(=O)Nc2ccc(O)cc2)C1=O)=C\c1ccccc1	5	767	i	2.9	i	69
Cc1ccc(OC(C)C(=O)Nc2cc(C)on2)cc1 (centres undefined)	-8	724	i	0.7	i	25
COc1ccccc1CCC(=O)Nc1ccc2c(c1)CN(CCCn1cccn1)CC2	-1	738	i	1.8	i	47
O=C(CSc1nc2ncccc2[nH]1)Nc1ccccc1-c1ccccc1	-12	733	i	0.8	i	26
Cc1ccccc1CCN1CCCC(CN(C)C(=O)c2ccc3ncccc3c2)C1 (centres undefined)	0	830	i	0.6	i	62
CCc1ccccc1N(CC(=O)N1CCCC1)S(C)(=O)=O	-3	804	i	0.5	i	40
COc1cccc(OC)c1C(=O)OCCCOC(=O)c1c(OC)cccc1OC	-7	660	i	3.8	i	55
Cc1cc(C(=O)NCCc2ccc(Cl)cc2)c(C)o1	-2	760	i	1.7	i	67
CCN(CC)c1nc(Oc2ccc(C(=O)NN)cc2)nc(Oc2ccc(C(=O)NN)cc2)n1	-5	845	i	0.3	i	25
CCOc1ccccc1CN1CCNC(=O)C1CC(=O)NCc1nc(C)cs1 (centres undefined)	-50	695	i	0.0	i	11
CCn1c(C(=O)O)c(CC(=O)Nc2ccc(Br)cc2C)c2ccccc21	6	795	i	1.5	i	54
CC(=O)Nc1ccc(Nc2nnc(-c3ccc(C)c(S(N)(=O)=O)c3)c3ccccc23)cc1	0	813	i	1.1	i	27
COc1ccc(CCNC(=O)CCC(=O)N2CC(C)Oc3ccc(Cl)cc32)cc1OC (centres undefined)	8	719	i	5.3	i	20
CCOc1ccc(CCNC(=O)C2(c3ccccc3)CC2)cc1OCC	56*	719*	i	1.3	i	55
CCc1ccc(NC(=O)Cn2nnc(C(=O)NCc3ccc(OC)cc3)c2N)cc1	-5	756	i	1.1	i	46
CC(NC(=O)c1nn(C)c2c1CS(=O)(=O)c1ccccc1-2)c1ccccc1 (centres undefined)	-16	791	i	2.7	i	17
Cc1ccc([N+](=O)[O-])c(OCCN2CCc3ccccc3C2)c1	8	843	i	0.3	i	66
Cc1c(OCC(=O)NC2CCN(Cc3ccccc3)CC2)ccc2c3c(c(=O)oc12)CCC3	-1	702	?	nt	i	6
Nc1nc(NCc2ccccc2Cl)n(-c2ccccc2)n1	-2	825	i	0.9	i	56
COc1ccc2cc3cc(C(=O)N(C)C4CCCCC4)oc3nc2c1	-14	679	?	nt	i	25
O=C(Nc1ccccc1C(=O)N1CCCCC1)c1cccs1	21	702	i	0.5	i	64
CCCCNC(=O)CCn1nc(-c2ccccc2)c2ccccc2c1=O	-10	814	i	0.3	i	64
O=C(NCC1CCCO1)c1cc2ccccc2o1 (centres undefined)	4	691	i	4.6	i	28
CCOC(=O)Cn1c(-c2cccnc2)nc(-c2ccccc2)c1-c1ccccc1	4	722	i	5.6	i	53

Next section:
SMILES	Lipid droplet	Lipid droplet cells 6.5 µM	Myeloid diff MLP	Myeloid diff MLP GFP+ MAC1+ %	T cell modulator	T cell modulator vesicle-bound %
COc1ccc2oc(=O)c(C(=O)NCCc3ccc(OC)c(OC)c3)cc2c1	10	823	i	0.4	i	44
CCc1cccc(OCC(O)Cn2c(N3CCCCC3)nc3c2c(=O)[nH]c(=O)n3C)c1 (centres undefined)	-5	801	i	1.1	i	59
NS(=O)(=O)c1ccc(CNC(=O)C(c2ccccc2)c2ccccc2)cc1	-8	780	i	1.0	i	64
Cc1cccc(Nc2nc(-c3ccc(O)cc3O)cs2)n1	13	918	i	2.2	i	66
COC(=O)c1cccc(Nc2nc(-c3ccncc3)nc3ccccc23)c1	29	651	i	0.8	i	14
Cc1ccc(C(=O)NCC(=O)NCc2cc(=O)n(C)c(=O)n2C)cc1	-2	680	i	4.2	i	12
COc1ccc2occ(C(=O)c3ccc(N)cc3)c2c1	4	762	i	0.5	i	26
COc1ccc(Cc2nc3ccc(C(=O)NCCc4cccc(C)n4)cc3o2)cc1	2	736	i	1.9	i	12
CCOc1ccc(C2C(C#N)=C(N)Oc3cc(O)ccc32)cc1OCC (centres undefined)	1	747	i	0.4	i	46
COc1ccc(OC)c(C(=O)N2CCCC(Nc3ccc(F)cc3)C2)c1 (centres undefined)	-2	812	i	1.8	i	22
CCc1cc(=O)oc2cc(C)cc(OCC(=O)N3CCC(C(=O)O)CC3)c12	-5	779	i	2.3	i	30
CSc1ccc(CN(C)Cc2cc(=O)oc3c(C)c(C)ccc23)cc1	-13	841	i	1.1	i	12
Cc1ccccc1CC(=O)NC1CCN(Cc2ccccc2)CC1	0	816	i	0.1	i	58
CCn1cc(CN2CCC(C(=O)Nc3ccc(Oc4cccnc4)cc3)CC2)cn1	9	798	i	0.8	i	34
CN(C)CCCN(C(=O)c1ccc(S(=O)(=O)N2CCc3ccccc32)cc1)c1nc2ccc(Cl)cc2s1	-54	710	i	5.6	i	72

The list is partial. The share of hits here may be higher or lower than overall.
